Screens deposited in PubChem BioAssay by Fisher Drug Discovery Resource Center.
NPYLR7 agonist = mosquito NPYLR7 agonism; HEK293T NPYLR7/Galpha15, GCaMP6s calcium fluorescence; activation, % at 10 µM; 270,000 tested, 0.15% active; in the data active = activation above about 40%;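 note: 0% = vehicle and 100% = reference agonist at the receptor; some compounds past the cut are filed as inactive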
hcGAS lum = human cGAS inhibition | Q8N884 | recombinant h-cGAS, ATP depletion, Kinase-Glo luminescence | inhibition, % at 12.5 µM | 290,000 tested, 0.081% active | AID 1259398;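 note: 0% = vehicle reaction and 100% = reaction without DNA for no activity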
Target sequence (Q8N884 whole entry, looked up): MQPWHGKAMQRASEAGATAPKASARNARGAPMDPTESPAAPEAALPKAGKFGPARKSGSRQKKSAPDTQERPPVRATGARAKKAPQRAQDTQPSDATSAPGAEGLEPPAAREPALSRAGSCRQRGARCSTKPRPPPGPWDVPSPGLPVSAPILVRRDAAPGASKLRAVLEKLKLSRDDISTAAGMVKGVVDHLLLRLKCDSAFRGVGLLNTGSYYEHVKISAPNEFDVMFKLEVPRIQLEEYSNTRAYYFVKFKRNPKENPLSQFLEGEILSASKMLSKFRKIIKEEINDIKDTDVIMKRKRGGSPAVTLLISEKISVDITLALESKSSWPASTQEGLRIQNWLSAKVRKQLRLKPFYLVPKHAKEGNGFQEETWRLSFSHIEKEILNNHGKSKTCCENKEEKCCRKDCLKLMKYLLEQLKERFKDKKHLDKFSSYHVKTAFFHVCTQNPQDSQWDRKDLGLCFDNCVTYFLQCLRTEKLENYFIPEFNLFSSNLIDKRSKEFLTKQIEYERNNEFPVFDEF
mcGAS lum = mouse cGAS inhibition by luminescence | recombinant cGAS, Kinase-Glo ATP depletion luminescence | inhibition, % at 12.5 µM | 160,000 tested, 0.15% active;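 note: 0% = negative control wells and 100% = reference inhibitor with no enzyme activity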
Numbers without * were called inactive; / = no result given. Cut-off read from the data, not from the text of the source, unless noted: active = inhibition above about 40%; inactive = the rest.

cpd | Molecule | NPYLR7 agonist | hcGAS lum | mcGAS lum
1 | Cc1ccc2oc(C(=O)N(C)C(C)c3nccs3)cc2c1 (stereo not given) | -5 | -5 | -13
2 | N#Cc1ccccc1-c1ccc(COc2coc(CN3CCN(C(=O)c4cc5ccccc5s4)CC3)cc2=O)cc1 | 21 | -7 | -8
3 | Cc1cc(C)n(C(C)C(=O)N(Cc2nccn2C)C2CC2)n1 (stereo not given) | -1 | -8 | /
4 | CN(CC1CCCO1)c1nccc(N2CCC(O)CC2)n1 (stereo not given) | / | -5 | -10
5 | Cc1ccc(C=NN2CCN(C)CC2)o1 | 12 | 0 | -4
6 | CCC/C=C/c1ccc(-c2nc(C)no2)cn1 | 1 | -3 | -6
7 | Cc1c(-c2cccc(CN3CCOCC3)c2)c(=O)[nH]c2ccccc12 | 1 | 0 | -1
8 | COc1ccc(C2Nc3ccc(Br)cc3-c3nnc(SC)nc3O2)c(OC)c1 (stereo not given) | 5 | 4 | 1
9 | CC(Oc1cccc(F)c1)C(=O)N1CCSC2CCCCC21 (stereo not given) | 0 | -5 | -14
10 | Cc1ccccc1-c1noc(SCC(=O)N2CC(C)OC(C)C2)n1 (stereo not given) | 7 | -2 | /
11 | Clc1ccc(-c2nnn3c2nc(NCc2cccs2)c2ccccc23)cc1 | -2 | -5 | -9
12 | O=C(NCCc1ccc2c(c1)OCCO2)c1cccc(S(=O)(=O)N2CCOCC2)c1 | 2 | -9 | -8

No new results follow: entries from further up.
cpd | Molecule | NPYLR7 agonist | hcGAS lum | mcGAS lum
1 | Cc1ccc2oc(C(=O)N(C)C(C)c3nccs3)cc2c1 (stereo not given) | -5 | -5 | -13
2 | N#Cc1ccccc1-c1ccc(COc2coc(CN3CCN(C(=O)c4cc5ccccc5s4)CC3)cc2=O)cc1 | 21 | -7 | -8

Going on with the list.
cpd | Molecule | NPYLR7 agonist | hcGAS lum | mcGAS lum
13 | Cc1cc(C)nc(CCNC(=O)CCNC(=O)c2ccc(F)cc2)n1 | 2 | -5 | /
14 | CCCCCCCCCCCC(=O)N(CC(=O)NCC(=O)Nc1cccc(C)c1)Cc1ccccc1 | -1 | -7 | -5
15 | Cc1cccc(CN2CCCC3(CCN(C(=O)c4ccc(C#CC(C)(C)O)cc4)C3)C2)c1 (stereo not given) | 10 | -6 | -8
16 | NC(=O)c1nnc2n1CCN(Cc1ccc3ccccc3c1)C2 | 5 | -7 | /
17 | CCN(CC)CCn1c2c(c(SCC(=O)Nc3nc4ccc(C)cc4s3)nc1=O)CCC2 | -5 | 1 | -7
18 | Cc1cc2oc(=O)cc(CN3CCCCC3C)c2c(C)c1Cl (stereo not given) | -3 | 3 | /
19 | CC(Cn1cccn1)NC(=O)NC(C)c1nncn1C (stereo not given) | 4 | -7 | -10
20 | Fc1ccc(C=NNc2ncc(-c3ccccc3)s2)cc1 | 7 | -4 | -3
21 | COc1ccc(S(=O)(=O)N(CC(=O)NCCSCc2cccc(Cl)c2)c2ccc(C)cc2)cc1OC | -21 | 8 | 4
22 | COc1cccc(CNC(=O)C2CCN(C(=O)[C@@H]3CCCN3C(=O)Nc3ccc(Br)cc3Cl)CC2)c1 | 23 | -3 | -7
23 | Cc1nn(CC(=O)NCCN2CCOCC2)c(C)c1[N+](=O)[O-] | -3 | -4 | -6
24 | O=C(NCCn1ncc2c(=O)n(Cc3cccc4ccccc34)cnc21)c1ccccc1 | -1 | -6 | -8
25 | CC(C)c1[nH]n(-c2cccc(F)c2)c(=O)c1-c1ccc(NC(=O)c2cccc(Br)c2)cc1 | 2 | -6 | -8
26 | Cc1cc2c(nn1)CCc1c-2no[n+]1[O-] | 12 | -10 | /
27 | Cc1ccc(C)c(OCC(=O)N2CCC(=O)NCC2C)c1C (stereo not given) | 11 | -2 | /
28 | Cc1cccc(-n2c(C)nnc2S(=O)(=O)CC(=O)NCC2CC2)c1 | -2 | 1 | /
29 | CC(=O)N1N=C(c2ccc(Br)cc2)CC1c1ccc(C)o1 (stereo not given) | 2 | -2 | /
30 | CCOC(=O)c1nn(-c2ccccc2)c(=O)c2c(NC(=O)c3c(F)cccc3Cl)scc12 | -1 | -3 | -7
31 | COC(=O)c1c(NC(=O)c2cccc([N+](=O)[O-])c2)sc2c1CCC2 | -1 | -8 | /
32 | CCC(c1nc2ccccc2c(=O)n1-c1ccc(C)c(C)c1)N(Cc1ccccc1)C(=O)c1ccc(C(C)(C)C)cc1 (stereo not given) | / | -1 | -4
33 | COc1ccc(OCC(=O)NCc2ccc(C)cc2)c(C(=O)O)c1 | 5 | -9 | /
34 | COc1ccc(NC(=O)c2cc3cc(OC)ccc3oc2=N)cc1 | 5 | 8 | 2
35 | Cc1cc(C)cc(C(=O)n2sc(=O)c3ccccc32)c1 | 4 | -13 | /
36 | Cc1ccc2oc(-c3cccc(N)c3)nc2c1 | 4 | -6 | -1
37 | O=c1oc2ccc(Br)cc2cc1S(=O)(=O)c1ccccc1 | 11 | -6 | /
38 | COc1ccc(OC)c(SCc2csc(-c3ccc(OC)c(OC)c3)n2)c1 | 2 | -8 | -9
39 | O=C1/C(=C\c2ccc3c(c2)OCO3)SC(=S)N1Cc1ccc(Cl)c(Cl)c1 | -9 | -1 | -4
40 | CC(C)CN(CC(=O)N(CCc1c[nH]c2ccccc12)Cc1ccc(C(F)(F)F)cc1)C(=O)Nc1ccc(C(F)(F)F)cc1 | / | -2 | -5
41 | COCCN(Cc1cc(NC(=O)c2ccccc2Cl)ccc1N(C)C)C(=O)NC(C)(C)C | 1 | -1 | -3
42 | O=C(Nc1csc(N2CCCCC2)n1)C1CC1c1cccc(F)c1 (stereo not given) | 5 | -7 | /
43 | COc1ccc(C(C)=O)cc1CN1C(=O)C(C)ON=C1Cc1ccccc1 (stereo not given) | -4 | 0 | /
44 | CCC1CN(CCS(C)(=O)=O)CCS1 (stereo not given) | 15 | -7 | /
45 | O=C(Nn1cnc2c(cnn2-c2ccccc2)c1=O)c1cccc(C(F)(F)F)c1 | 1 | -3 | /
46 | COc1cccc(Cn2c(=O)c(C(=O)NCCN3CCOCC3)nn(-c3ccc(C)c(Cl)c3)c2=O)c1 | 2 | -6 | -8
47 | CN1CCc2c(sc(NC(=O)c3ccco3)c2-c2nc3ccccc3s2)C1 | 9 | 26 | 17
48 | O=C(NCc1ccncc1)c1csc(Nc2ccccc2)n1 | 5 | -5 | /
49 | CCCCN(CC(=O)N(CCc1c[nH]c2ccccc12)Cc1ccc(F)cc1)C(=O)COc1ccc(Cl)cc1 | -5 | -15 | -5
50 | NCC1Cc2cc(-c3ccc4occc4c3)cc(F)c2O1 (stereo not given) | 0 | 0 | /
51 | COC(=O)Cc1cc(C2CCN(Cc3nc4ccccc4[nH]3)CC2)n[nH]1 | 6 | 0 | -8
52 | O=C(CCn1ccnn1)NC1(c2ccc(Br)cc2)CC1 | 10 | -2 | /
53 | COCCN(Cc1ccc(OC)c(OS(=O)(=O)c2cccc(C(F)(F)F)c2)c1)C(=O)c1ccc(OC)cc1OC | -12 | -5 | -2
54 | Cn1cc(CN2CCN(c3ccc(Cl)cn3)CC2)c(-c2ccc3c(c2)OCCO3)n1 | 2 | -8 | /
55 | O=C(Nn1ccc2c(cnc3c(-c4ccccc4)cnn32)c1=O)c1ccncc1 | 2 | -6 | /
56 | COC(=O)CCC(=O)N1CCCC(N2CCN(c3ccc(OC)cc3)CC2)C1 (stereo not given) | 13 | -4 | /
57 | CCN(CCN1C(=O)C(C)SC1c1ccc(F)cc1F)C(=O)c1ccc(F)cc1 (stereo not given) | 13 | -8 | -6
58 | COc1ccc(Cl)cc1N1CCN(C(=O)CC(C)C)C(C)C1=O (stereo not given) | -5 | -3 | -5
59 | CCOc1ccc(-n2c(C)cc(C=NNc3nc4ccccc4s3)c2C)cc1 | -6 | -8 | -5
60 | COc1ccccc1C(NC(=O)C1CCN(Cc2ccc(Cl)cc2)CC1)c1ccccn1 (stereo not given) | 4 | -5 | -5

Profiles, quoted from the list. Screens in order: NPYLR7 agonist, hcGAS lum, mcGAS lum
O=C(Nn1ccc2c(cnc3c(-c4ccccc4)cnn32)c1=O)c1ccncc1 as listed: 2, -6, /
COc1ccccc1C(NC(=O)C1CCN(Cc2ccc(Cl)cc2)CC1)c1ccccn1 (stereo not given) as listed: 4, -5, -5
Cn1cc(CN2CCN(c3ccc(Cl)cn3)CC2)c(-c2ccc3c(c2)OCCO3)n1 as listed: 2, -8, /
CCCCN(CC(=O)N(CCc1c[nH]c2ccccc12)Cc1ccc(F)cc1)C(=O)COc1ccc(Cl)cc1 as listed: -5, -15, -5
COC(=O)Cc1cc(C2CCN(Cc3nc4ccccc4[nH]3)CC2)n[nH]1 as listed: 6, 0, -8

The list continues:
cpd | Molecule | NPYLR7 agonist | hcGAS lum | mcGAS lum
61 | O=C(CNS(=O)(=O)c1ccc(I)cc1)NN1C(=O)c2ccccc2C1=O | 3 | 4 | /
62 | Cc1cc(Cl)ccc1OC(C)C(=O)NC(C)CCC1CCCO1 (stereo not given) | 4 | -4 | /
63 | Cc1noc(C)c1C(=O)Nc1sc2c(c1C(N)=O)CCC(C)C2 (stereo not given) | -3 | -1 | /
64 | CN(CC(O)COCc1ccccc1NCc1ccc2ncccc2c1)C1CCCCC1 (stereo not given) | 3 | -5 | /
65 | N#C/C(=C\Nc1cc(Cl)ccc1O)C(=O)NC(=O)Cc1ccccc1 | 0 | -3 | /
66 | Cc1cc2c(cc1C)C(N(CC(=O)N(C)c1nccs1)C1CC1)CCCO2 (stereo not given) | 5 | -5 | -13
67 | COc1cccc(CSc2nnc(CNC(=O)Nc3ccc(F)c(F)c3)n2-c2cc(Cl)ccc2Cl)c1 | -1 | -1 | -5
68 | COc1ccc(/C=C2\C(=O)N(c3ccccc3)N=C2C)cc1[N+](=O)[O-] | -6 | -1 | 16
69 | COCCn1c(CNCC2CC2)cnc1S(=O)(=O)Cc1ccc(C)cc1 | 22 | -7 | /
70 | Clc1ccc(C2(c3ccc(-c4cn[nH]c4)cc3)CCNCC2)cc1 | -6 | 12 | 9
71 | O=C(CSc1nc2scc(-c3cccs3)c2c(=O)[nH]1)c1ccc[nH]1 | 2 | 3 | -4
72 | CCOC(=O)c1c(C)n(-c2ccccc2)c2ccc(OC(=O)c3ccc(Cl)cc3Cl)cc12 | -7 | 0 | 1
73 | Cc1ccc(NC(=O)NCc2ccncc2)c(OCCN(C)C)c1 | 1 | -9 | -19
74 | CCOc1ccc2nc(S(=O)(=O)NC(=O)C3(C)CCN3C(=O)c3c(C)noc3C)sc2c1 (stereo not given) | 2 | -10 | /
75 | CCC(C)C(NC(=O)COCc1ccccc1)C(=O)Nc1nnc(-c2ccc(Br)cc2)s1 (stereo not given) | -9 | -2 | -3
76 | CCN(Cc1ccco1)C(=O)Nc1cccnc1N1CCCC1 | 0 | 0 | /
77 | CCc1ccc(-n2ncc(C(=O)N3CCC4(CC3)OCCO4)c2-n2cccc2)cc1 | -11 | -6 | /
78 | CCCCC(=O)N[C@@H]1c2ccccc2C2(CCNCC2)[C@H]1OCc1cccnc1 | 4 | -4 | -13
79 | CC1C(=O)N(c2cccc(F)c2)CCN1Cc1ccccc1F (stereo not given) | 1 | -8 | -6
80 | CCn1c(=O)c2c(nc3n2CCN3c2ccc(C)c(Cl)c2)n(C)c1=O | -2 | -8 | /
81 | Cc1nc(SCc2coc(-c3cccs3)n2)c2c(C)c(C)sc2n1 | 0 | -4 | /
82 | Cc1nnc(NC(=O)C(C)SC(F)(F)F)s1 (stereo not given) | -3 | -6 | -8
83 | CNS(=O)(=O)c1ccc(-c2nccn2C(C)c2nncn2C)cc1 (stereo not given) | 9 | -5 | /
84 | CC1CCC(NC(=O)C2CC=CCC2C(=O)N2CCN(c3ccccn3)CC2)CC1 (stereo not given) | -7 | -7 | -6
85 | COc1cc(Cl)c(S(=O)(=O)N2CCN(C(=O)c3ccc(=O)[nH]c3)CC2)cc1Cl | 0 | 1 | /
86 | CN(Cc1nccn1C)C(=O)CNC(=O)c1cc(F)cc(F)c1 | 3 | 3 | /
87 | CC(c1ccccc1)N1CCN(C(=O)c2ccc(F)c(F)c2)CC1 (stereo not given) | 6 | -4 | -5
88 | CC(C)Oc1ccc(CNCC2(C(N)=O)CCOCC2)cc1 | -5 | 0 | 1
89 | N#CC(=Cc1ccc(Cl)cc1Cl)C(N)=O | 22 | -5 | /
90 | CNC(=O)CC12CC3CC(CC(C3)C1)C2 | 4 | -5 | /
91 | O=C(c1ccc2ccccc2c1)N1CCc2nc(-c3ccccc3)nc(N3CCCCC3)c2C1 | -8 | -3 | -4
92 | Fc1cc(-c2cccc3ncc(-c4cnn(C5CCNCC5)c4)nc23)cc(F)c1CN1CCOCC1 | 1 | -6 | -6
93 | CCNC(=O)N1C2CCC(C2)C1C(=O)OCC (stereo not given) | -1 | -5 | -7
94 | CN1C[C@@H]2CC[C@H](CC1=O)N2C(=O)c1nc2ccccc2[nH]c1=O | 2 | -5 | -11
95 | CCCCCCCCCn1c(N2CCNCC2)nc2c1c(=O)[nH]c(=O)n2C | 11 | -8 | /
96 | O=C(NN1CCN(Cc2ccccc2Cl)CC1)c1ccc(Br)cc1 | 3 | 2 | /
97 | CCOC(=O)N1CCc2c(sc(NC(=O)C3=COCCO3)c2-c2nc3ccccc3s2)C1 | 17 | -5 | /
98 | Brc1ccc(OCCSc2nnc(NC3CC3)s2)cc1 | 7 | -2 | /
99 | OC1(CN2CCC3(CC2)OCCO3)CCCCC1 | -2 | -7 | -11
100 | CCOC(=O)c1c(NC(=O)COC(=O)c2ccc3ccccc3n2)sc2c1CCC2 | 2 | -1 | -5
101 | Cn1cnnc1SCC(=O)N1c2ccccc2C(C)(c2ccccc2)CC1(C)C (stereo not given) | -3 | -4 | -4
102 | COc1cccc(C(=O)N2CCC(n3nccc3NC(=O)C(OC)c3ccccc3)CC2)c1 (stereo not given) | -2 | -4 | /
103 | Cc1cc(N2Cc3cnn(Cc4ccc(F)cc4)c3C2)nc(N)n1 | 16 | -5 | /
104 | Cc1c(Cl)cccc1N1C(=O)C2C3C=CC(C3)C2C1=O (stereo not given) | -14 | -3 | -5
105 | O=S(=O)(NC1CCCCCC1)c1ccc(F)cc1 | 6 | -7 | /
